TWEAK Fn14 block: TWEAK-Fn14 signaling inhibition; inhibition, % at 10 µM; TWEAK-stimulated Fn14 reporter cells, luciferase luminescence, 8 h; 360,000 tested, 2% active; in the data active means inhibition above about 50%
SRC3 inh: human NCOA3 inhibition; Q9Y6Q9; HEK293 GAL4-SRC3 luciferase reporter, luminescence; inhibition, % at 3.6 µM; 360,000 tested, 0.17% active; AID 588352;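 active means inhibition above a per-campaign cutoff, the mean of all compounds plus 3 SD, cut at about 60% in these data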;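 further: 0% = DMSO-treated cells and 100% = gossypol-treated cells at 36 µM; higher means less SRC3-driven luciferase light from the GAL4 reporter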
LRH-1 inv ag: inverse agonists of human LRH-1 (NR5A2) | O00482 | HEK293T StAR-luciferase reporter, LRH-1 transfected, 24 h | inhibition, % at 3.6 µM | 360,000 tested, 0.13% active | AID 602396;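 active means inhibition above the mean inhibition of all tested compounds plus 3 SD, cut at about 73% in these data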;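 further: 0% = DMSO wells and 100% = reporter-only cells lacking LRH-1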
TLR9-MyD88 inh: TLR9-MyD88 interaction inhibition | 340,000 tested, 0.21% active | inhibition, % at 4.98 µM | CHO BLA complementation TLR9-MyD88, CCF4 FRET ratio;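 active means inhibition above the mean over all tested compounds plus 3 SD, cut at about 21% in these data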;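 further: 0% = DMSO only wells and 100% = clavulanate BLA inhibitor control wells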
NOD2 RIPK2 PPI: blocks binding of human NOD2 to RIPK2; AID 624267; O43353; inhibition, % at 4.98 µM; CHO BLA complementation NOD2-RIPK2, CCF4 ratio; 360,000 tested, 0.38% active; in the data active means inhibition above about 21%;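 further: 0% = vehicle only and 100% = reference blocker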
COUP-TFII inh: NR2F2 (human) inhibition, primary screen. HEK293T NGFI-A luciferase reporter, luminescence. inhibition, % at 8.6 µM. 370,000 tested, 0.7% active;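 active means inhibition above a per-plate cutoff, mean inhibition of test wells between control levels plus 3 SD, cut at about 38% in these data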;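 further: cells cotransfected with COUP-TFII expression vector driving the NGFI-A reporter; 0% = median of COUP-TF2 test wells and 100% = reporter-only cells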
Exocytosis inh: blocks lytic granule exocytosis | TALL-104 LAMP-1 surface exposure, flow cytometry; cells stimulated with thapsigargin and PMA | inhibition, % at 10 µM | 360,000 tested, 0.66% active | AID 651702;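 active means inhibition above about 55%, limit read from the data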
TROY signal inh: TROY signaling inhibition | inhibition, % at 10 µM | 360,000 tested, 0.98% active | Q293 LMP1-TROYcd NF-kB luciferase reporter, 4 h | AID 1347056;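 active means compounds whose plate-normalised and pattern-corrected inhibition of the luciferase reporter signal at the single screening dose is 50% or more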
NCOA1 inh: human NCOA1 inhibition. HEK293 GAL4-SRC1 luciferase reporter, luminescence. AID 588354. Q15788. inhibition, % at 3.6 µM. 360,000 tested, 0.12% active;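 active means inhibition above the campaign mean plus 3 SD, with each screening campaign given its own cutoff, cut at about 60% in these data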;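 further: 0% = DMSO treated cells and 100% = gossypol at 36 µM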
ABHD5 PLIN5 PPI: blocks binding of human ABHD5 to perilipin-5. Q00G26+Q8WTS1. Split G. princeps luciferase complementation, luminescence, 4 h. inhibition, % at 4 µM. 360,000 tested, 0.78% active;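 active means inhibition above the mean inhibition across every tested compound plus 3 SD, cut at about 22% in these data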;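 further: 0% = DMSO only wells and the 100% control is not disclosed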
NCOA2 inhibitor: human SRC2 (NCOA2) inhibition; 370,000 tested, 0.17% active; AID 651957; inhibition, % at 9 µM; Q15596; HEK293 GAL4-SRC2 luciferase reporter, luminescence;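 active means inhibition above the mean inhibition of all tested compounds plus 3 SD, set per campaign, cut at about 52% in these data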;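 further: 0% = DMSO treated cells and 100% = cells given Gossypol at 36 µM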
Active calls of the source: *; / = no result given. Not all compounds are listed; rates above refer to the full screens.

SMILES,Exocytosis inh,COUP-TFII inh,TWEAK Fn14 block,TLR9-MyD88 inh,ABHD5 PLIN5 PPI,TROY signal inh,SRC3 inh,NOD2 RIPK2 PPI,LRH-1 inv ag,NCOA1 inh,NCOA2 inhibitor
Cc1cc(NS(=O)(=O)c2ccc(NC(=S)NC(=O)/C=C/c3ccccc3)cc2)no1,13,17,-3,-6,-3,7,4,12,-2,-33,-5
C[C@H](CO)N1C[C@H](C)[C@@H](CN(C)C(=O)NC2CCCCC2)Oc2c(NC(=O)Nc3ccc(C(F)(F)F)cc3)cccc2C1=O,-1,-4,14,-20,-6,19,-7,2,-13,-33,-14
CCOC(=O)C(=CNCC(=O)OC)C(=O)OCC,-1,8,5,1,3,-5,-5,5,4,5,12
CCOc1cccc(OCCCCN2CCOCC2)c1,-3,2,-1,-15,4,/,-8,-11,-6,8,1
CCOc1cc(/C=C2/NC(=O)N(CC(=O)OC)C2=O)ccc1OC,-1,9,21,-5,1,2,11,-4,-11,-53,0
S=C(NCc1ccccc1)Nc1ccc2ccccc2c1,-1,-22,22,1,1,2,-97,-5,-71,-111,-70
CCn1c(/C=C/N(C(C)=O)c2ccccc2)[n+](CC)c2ccc(Cl)cc21,-3,-6,1,5,1,8,27,-5,7,3,-25
CCN=C1Sc2nc3ccc(OCC)cc3cc2CN1CCOC,2,2,0,-5,4,-16,19,10,31,9,-9
CCN(CC)S(=O)(=O)c1cc(C(=O)N(C)CC(=O)Nc2ccc(Cl)cc2)ccc1Cl,0,10,1,0,-2,24,13,-6,5,8,-1
C[C@H](CO)N1C[C@H](C)[C@@H](CN(C)C(=O)Nc2ccc(C(F)(F)F)cc2)Oc2c(cccc2N(C)C)C1=O,-7,-6,-9,-7,1,-22,7,-4,19,8,-17
CCOC(=O)C1=C(CNC2CCCCC2)NC(=O)NC1c1cc(C)ccc1C (stereo not given),2,-3,-9,-3,12,-14,-17,9,2,3,-23
O=C1NC[C@H](CCCCN2C[C@H](Cc3ccccc3)N(CC3CCCCC3)C(=O)C2=O)N(CCC2CCCCC2)C1=O,2,-13,-4,/,6,33,/,-8,-8,/,-31
CCCN1C2CCCC1CC(NC(=O)c1ccccc1)C2 (stereo not given),5,-16,-2,-1,1,2,2,2,3,-6,3
CC1CCN(CCC(=O)Nc2ccccc2)CC1,-6,6,11,1,2,-16,5,-2,3,5,13
Cc1ccc(S(=O)(=O)N2CCN(CC(=O)N(CC(C)C)c3c(N)n(CC(C)C)c(=O)[nH]c3=O)CC2)c(C)c1,0,-8,16,6,-1,8,4,3,1,0,-45
CC(=O)N1CCCc2cc(S(=O)(=O)Nc3ccc(C)cc3C)ccc21,-1,2,14,-5,2,4,4,-9,21,-4,-2
COc1cc2ccccc2cc1C(=O)NC(=S)Nc1cccc(C(=O)O)c1C,3,-1,-4,1,0,5,9,0,-12,-1,5
COc1ccc(CCNC(=O)CNCCc2ccc(F)cc2)cc1,2,2,15,-9,5,3,4,-10,4,11,15
CN(C)c1ccc(/C=C2\SC(=O)N(CCc3nnc(N)s3)C2=O)cc1,4,34,94*,5,12,77*,-59,24*,-63,-48,49
C[C@H]1CN=C(N(C)C)N1CC1CCC(C(C)(C)C)CC1 (stereo not given in full),3,11,-1,-13,7,2,10,-4,5,8,-2
N#Cc1cnn2c3c(cnc12)C(=O)N1CCc2ccccc2C1C3 (stereo not given),3,5,-23,6,-5,-18,3,-10,-19,-7,-6
COC(=O)c1cccc(N(C(=O)c2cnccn2)C(C(=O)NCc2ccccc2)c2ccco2)c1 (stereo not given),-2,0,23,-6,-1,8,-1,-2,-5,1,-18
O=C(O)C1CC=CCC1C(=O)NNc1c(Cl)cc(Cl)cc1Cl (stereo not given),0,-7,9,12,-9,-12,-5,0,-3,-8,-14
Cc1ccc(-n2c(SCC(=O)N/N=C/C=C/c3ccccc3[N+](=O)[O-])nc3ccccc3c2=O)cc1,-4,-7,0,-8,-4,-18,6,8,-1,-7,-19
COCc1cc(=O)[nH]c(SC)n1,2,0,-11,-5,19,-13,17,9,0,14,-8
CCOc1ccc(CCNC(=O)c2cc(-c3ccccc3)c(N3CCOCC3)s2)cc1,-6,-4,23,-4,3,6,7,-1,-2,-13,6
CCOc1ccc(CCNC(=O)COC(=O)c2sccc2C)cc1OCC,4,0,-8,-1,1,-2,2,6,-7,0,3
COc1cc(NC(=O)CSc2nc3ccccc3n2-c2ccccc2)c(C)cc1[N+](=O)[O-],-2,9,-7,-17,5,-6,25,0,-15,3,3
CCOC(=O)c1cn[nH]c1N,-4,-26,4,-2,2,-14,13,-39,-7,1,4
O=C(Cn1c(=O)c2cccn2c2ccccc21)NCCc1ccc(Cl)cc1,-2,-1,-19,4,-3,-16,23,-8,11,-7,6
CC(=O)C1=C(O)C(=O)N(Cc2ccccc2)C1c1ccc(Cl)cc1 (stereo not given),8,0,18,6,-6,-2,-19,6,4,0,7
COc1ccccc1C(=O)Nc1ccncc1,-6,-4,-1,-2,0,15,-4,0,5,7,-11
CCN(CC)S(=O)(=O)c1cc(OC)c(Cl)cc1Cl,-4,-9,-20,-1,8,-5,13,-11,1,0,-8
COCCN=c1scc(-c2cccs2)n1/N=C(\C)c1ccco1,3,-31,-14,8,16,-3,-16,5,-59,-20,-51
COc1cc(NC(=O)Cc2ccccc2)ccc1NC(=O)Cc1ccccc1,-3,-14,5,4,-5,11,6,-2,12,22,-1
COc1ccc(-c2[nH]ncc2CN(C)CCc2c(C)n[nH]c2C)c(F)c1,-1,-8,-24,-4,13,-15,10,4,19,9,0
CCN(CC(=O)Nc1ccccc1C(F)(F)F)C(=O)CN1C(=O)NC2(CCCC2)C1=O,-6,-16,10,5,-6,1,5,0,7,20,-14
CN(CC(=O)Nc1c(Cl)cccc1Cl)C(=O)CNC(=O)c1ccco1,1,-9,-1,-5,11,-9,12,0,-9,-5,-11
CCOC(=O)N1CCN(C(=O)c2cc3cc(Br)ccc3oc2=O)CC1,-4,16,-17,-9,-1,9,18,-7,6,-2,20
Cc1c(C(=O)O)cccc1-c1ccc(C=O)o1,-3,-10,-16,-4,3,-46,-25,-8,-56,-32,-9
CCOC(=O)c1c(C)[nH]c(C)c1S(=O)(=O)N(C)Cc1ccco1,-2,3,-10,3,1,-13,-7,5,-9,13,-16
C[C@@H]1C[C@@H]2OC(=O)[C@]3(C)[C@H]2[C@@H](OC3(C)O)[C@]2(C)C(=O)C=C[C@H]12 (stereo not given in full),-6,-25,2,2,7,10,-18,-5,-12,13,-35
CCc1ccc(N2CC(C(=O)NC3CCCCC3C)CC2=O)cc1 (stereo not given),-5,0,2,-4,-2,-25,9,-2,20,2,13
COc1ccc(NS(=O)(=O)c2cccc(C(=O)NNC(=O)c3ccc(Br)o3)c2)cc1,1,20,-1,-3,10,17,14,0,5,4,-10
N#Cc1c(F)cccc1N1CCOCC1,0,-6,87*,-4,0,/,-5,-8,3,-10,-17
NS(=O)(=O)c1ccc(CCNC(=O)CN2CCCCCC2)cc1,-2,-2,1,2,-4,-15,-3,-5,1,6,-1
COC(=O)CCCNC(=O)c1ccc(OS(=O)(=O)c2cc([N+](=O)[O-])ccc2C)cc1,39,21,1,-10,-4,4,-11,-45,-20,-17,0
CC1(C)NC(=S)NC1=S,1,-4,15,0,7,-19,8,-15,5,0,-32
C/C(N)=C(/C#N)C(=O)CSc1nnc(Nc2ccccc2)s1,1,-37,3,6,0,-52,-47,-8,-77,-68,-13
O=S(=O)(c1ccc(C2CCCCC2)cc1)N1CCN(c2ncccn2)CC1,-2,6,-13,1,11,-4,15,-7,-21,2,-35
Cc1ccccc1S(=O)(=O)Cc1ccc(C(=O)NC2CCCC2)o1,0,-6,5,-2,-1,3,-8,-3,10,-5,0
COC(=O)c1nc(NC(=O)c2ccc(Br)cc2)n[nH]1,2,-1,7,-1,3,-14,-10,2,1,-6,6
CC1CCC2C(=O)N(c3ccc(NC4CCN(Cc5ccccc5)CC4)c([N+](=O)[O-])c3)C(=O)C2C1 (stereo not given),18,8,-16,7,11,11,10,11,21,7,2
Cn1nnnc1SCC(=O)c1c(N)n(C2CC2)c(=O)[nH]c1=O,11,-7,-2,1,-1,-6,21,-11,1,2,6
COc1ccc(CN2C(=O)c3ccccc3C(/C=N/OCc3ccc(Cl)cc3)C2=O)cc1 (stereo not given),-3,-7,-25,0,-4,-78,10,-2,-14,-7,-25
CC1(C)CC(=O)C2=C(C1)N(N1CCOCC1)C(N)=C(C#N)C2c1cccs1 (stereo not given),-2,26,13,5,1,14,25,3,-7,-8,-12
O=c1[nH]cnc2c1sc1nc(C(F)F)cc(-c3ccccc3)c12,5,-5,0,2,-2,-19,5,-5,17,1,-27
Cc1ccc(S(=O)(=O)N2CC(C)N(C(=O)N3CCOCC3)C2C)cc1 (stereo not given),0,15,-4,2,-8,-5,-4,-11,6,12,-9
COc1cc(C(=O)NCC2(c3ccccc3)CCCC2)ccc1OC(C)C,-4,-2,-25,-13,-6,-8,-12,-1,7,-2,-2

Screens as filed in PubChem BioAssay.
